Screening results (PubChem BioAssay)
BCR signal inh: blocks chronic active B-cell receptor signaling; ABC-DLBCL IkBa-CBG/CBR reporter, luminescence ratio, 4 h; Potency, µM (series often up to 46.1 µM), inactives show top-dose ratio change, negative = lower green/red ratio, usual class: inhibitors; 340,000 compounds, 0.05% hits; AID 493014; active means well fitted inhibition curve with a large enough effect in the signal ratio, with a control signal flat, not every such curve was filed as active; inconclusive means small, poorly fitted or top-dose-only effect, or effect the other way, or a change in a side signal; the % refers to the signal ratio;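 further: potency means the concentration at half of the fitted maximal effect; plate controls were basal doxycycline-induced cells for no effect and cells given 10 µM MG132 for full effect; MG132 reads +100%, hits lower the ratio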
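TMD8 human ABC-DLBCL cells with doxycycline-inducible IκBα–green luciferase fusion and unfused red luciferase, in 0.5% FBS medium; compounds up to 46 uM, 4 h at 37C. Green/red luminescence ratio, filter-overlap corrected, fitted to concentration-response curves.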
Eya2 phos inh: Eya2 (human) phosphatase inhibition. AID 488837. Potency, µM (doses to about 76.9 µM), for the others: at the highest dose activity, negative = inhibition, usual class: inhibitors. recombinant Eya2, OMFP fluorescence dephosphorylation (OMFP is methylfluorescein phosphate). 330,000 compounds, 0.006% hits. O00167; further: potency means the concentration at half of the fitted maximal effect
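Eya2 (0.2 uM) preincubated 10 min at ambient with compound, then OMFP substrate added at 50 uM; 10 min reaction in 50 mM HEPES pH 7.5, 50 mM NaCl, 5 uM MgCl2, 0.05% BSA, 1 mM DTT. Fluorescence read at Ex 485/Em 525 nm.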
FBPA coupling cs: coupling enzyme interference in Giardia aldolase counter-screen; 290,000 compounds, 0.67% hits; activity change, negative = inhibition, % at 58.2 µM, hits read low; coupling enzyme system counterscreen, AmpLite Red fluorescence; in the data active means activity change below about -30%
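Activity here indicates interference with the coupling reaction, not aldolase inhibition. Compounds at 57.5 uM final met coupling enzymes for 10 min at RT; substrate and AmpLite Red detection followed, with a 525/598 nm fluorescence read after 20 min.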
Giardia killer: Giardia lamblia killing | Giardia lamblia trophozoite viability | activity change, % at 7.66 µM, hits read low | 340,000 compounds, 0.15% hits | AID 540267; in the data active means activity change below about -80%; inconclusive means between about -30% and that limit;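 further: parasites exposed to compound for two days anaerobically before the ATP read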
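Giardia trophozoites, 100 cells per well, were exposed to compounds for 48 hrs at 37 deg C under anaerobic conditions; viability was then read as ATP content by bioluminescence after 15-30 min at room temperature.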
USP2a block: inhibitors of human ubiquitin-specific protease USP2a. O75604. AID 463254. Potency, µM (highest dose often 38.3 µM), inactives show at the highest dose activity change, negative = inhibition, usual class: inhibitors. 330,000 compounds, 0.01% hits. USP2 core, Ub-CHOP2 coupled fluorogenic reporter, 485/531;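 further: potency means the concentration at half of the fitted maximal effect; plate controls were DMSO wells for no effect and full inhibition by NEM control for full effect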
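Deubiquitinase activity read as fluorescence (485/531 nm) after Ub-CHOP2 cleavage activates the enterokinase reporter on its substrate; USP2 core 10nM, Ub-CHOP2 and substrate 25nM each, 30min compound preincubation then 60min RT; data normalized to NEM, curves fitted.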
B2AR arrestin: recruits beta-arrestin to the human beta2-adrenergic receptor; P07550; beta-arrestin recruitment to beta2AR, cell-based reporter; Potency, µM (doses to about 46.1 µM), for the others: top-dose activation, usual class: activators; 330,000 compounds, 0.02% hits;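 further: potency means the concentration at half of the fitted maximal effect; 0% = DMSO controls and full agonism = EC100 isoproterenol or metaproterenol; nearly all actives have a fitted effect of over 65% in size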
PKM2 activator: activators of human pyruvate kinase M2; P14618; purified PKM2, Kinase-Glo ATP luminescence, activation; response scale: 0% is enzyme alone, no compound; Potency, µM (titrated, usually from 57.5 µM), without a hit: top-dose activation, usual class: activators; 260,000 compounds, 0.34% hits; AID 1631; further: potency means the concentration at half of the fitted maximal effect; nearly all actives have a fitted effect of over 55% in size
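Purified hPK-M2 (>95% pure) converted ADP (0.1 mM final) to ATP with 0.5 mM PEP in 50 mM imidazole pH7.2, KCl, MgCl2, Tween 20, BSA; 1 h at room temperature. ATP detected by Kinase-Glo luminescence.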
hERG WT inh: inhibitors of human wildtype KCNH2 potassium channel; Q12809; U2OS, BacMam KCNH2, thallium flux FluxOr; hits give low values; activity change, % at 1.84 µM; 340,000 compounds, 0.37% hits; AID 720551;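 active means maximum activity change below -70%; inconclusive means maximum activity change between -70% and -50%; inactive means maximum activity change above -50%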
Target sequence (Q12809 whole entry, looked up): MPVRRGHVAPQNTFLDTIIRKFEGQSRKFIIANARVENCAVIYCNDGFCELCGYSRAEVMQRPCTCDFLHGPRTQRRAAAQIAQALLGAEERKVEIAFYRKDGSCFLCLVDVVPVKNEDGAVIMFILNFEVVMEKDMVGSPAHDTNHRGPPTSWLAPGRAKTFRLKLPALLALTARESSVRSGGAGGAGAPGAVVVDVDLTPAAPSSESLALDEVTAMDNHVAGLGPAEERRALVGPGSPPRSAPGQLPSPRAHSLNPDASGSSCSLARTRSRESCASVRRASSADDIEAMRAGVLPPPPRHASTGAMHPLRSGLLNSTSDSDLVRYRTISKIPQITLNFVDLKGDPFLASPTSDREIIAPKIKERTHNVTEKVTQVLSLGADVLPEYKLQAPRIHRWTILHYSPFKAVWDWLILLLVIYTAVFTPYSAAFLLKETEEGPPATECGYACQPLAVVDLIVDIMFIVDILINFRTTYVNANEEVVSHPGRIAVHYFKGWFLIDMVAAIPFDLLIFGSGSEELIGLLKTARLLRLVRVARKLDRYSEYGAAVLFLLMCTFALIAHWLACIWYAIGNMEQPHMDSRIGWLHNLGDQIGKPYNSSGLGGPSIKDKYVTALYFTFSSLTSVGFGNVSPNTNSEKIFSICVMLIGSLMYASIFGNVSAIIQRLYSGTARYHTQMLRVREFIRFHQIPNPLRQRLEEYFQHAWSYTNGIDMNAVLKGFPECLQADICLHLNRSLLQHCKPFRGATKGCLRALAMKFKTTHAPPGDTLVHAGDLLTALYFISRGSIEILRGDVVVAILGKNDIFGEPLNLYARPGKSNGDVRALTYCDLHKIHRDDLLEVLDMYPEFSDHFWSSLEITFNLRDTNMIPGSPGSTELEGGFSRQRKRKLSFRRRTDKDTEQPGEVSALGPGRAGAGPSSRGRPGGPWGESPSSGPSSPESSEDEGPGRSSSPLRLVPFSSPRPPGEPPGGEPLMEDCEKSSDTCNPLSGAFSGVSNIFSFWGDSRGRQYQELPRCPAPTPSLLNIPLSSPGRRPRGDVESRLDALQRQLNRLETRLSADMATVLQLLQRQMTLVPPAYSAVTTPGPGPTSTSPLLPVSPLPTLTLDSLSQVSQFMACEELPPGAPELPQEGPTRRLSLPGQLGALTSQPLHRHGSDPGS
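U2OS cells were transduced with wild-type KCNH2 virus (2.03 x 10^8 / mL) for 4 h at room temperature, then cultured overnight at 37 C. Thallium flux was read with FluxOr dye. Rate constants were normalized to DMSO controls.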
uPA generation: cell surface uPA generation inhibition | cell surface uPA generation assay, qHTS | Potency, µM (series often up to 38.3 µM), for inactives: at the highest dose activity change, negative = inhibition, actives largely listed as inhibitors | 330,000 compounds, 0.31% hits; active means well fitted inhibition curve with a large enough effect; inconclusive means small, poorly fitted or top-dose-only effect; inactive means no such curve, though single readings can be large or run the other way; tested in mouse RAW 264.7 cells; further: potency means the concentration at half of the fitted maximal effect; nearly all actives have a fitted effect of over 55% in size
GALK inhibitor: inhibitors of human galactokinase; Potency, µM (doses to about 57.5 µM), for the others: at the top dose activity change, negative = inhibition, most hits filed as inhibitors; 270,000 compounds, 0.007% hits; AID 1868; P51570; Purified GALK, Kinase-Glo residual ATP luminescence; further: potency means the concentration at half of the fitted maximal effect
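Human GALK (5 nM) with 35 uM ATP and 100 uM galactose in 20 mM HEPES pH 8.0, 5 mM MgCl2, 60 mM NaCl, 1 mM DTT, 0.01% BSA. After 1 h at room temperature, leftover ATP was read by Kinase-Glo Plus luminescence.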
KCNH2 3.1 block: inhibitors of human KCNH2 3.1 potassium channel isoform | activity change, % (tested at about 1.8 µM) | 340,000 compounds, 0.95% hits | U2OS KCNH2 3.1, thallium flux FluxOr; hits give low values;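 active means maximum activity change below -70%; inconclusive means maximum activity change from -70% to -50%; inactive means maximum activity change above -50%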;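 further: thallium influx rate constant from kinetic fluorescence after stimulation buffer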
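Steps: virus added to U2OS suspension (4 h, RT, dark); medium with 10% FBS added, cells plated, 37 C overnight; FluxOr/Red40 loading buffer 45 min RT; stimulation buffer, 2 min kinetic read; rate constant normalized.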
Numbers without * were called inactive; ? = inconclusive; / = no result given; & = joins results of further samples; ! = repeats disagree; [ ] = dose if it differs, or a comment. Unless noted, the call rests on the fitted dose curve; in most records, active means well fitted curve in the direction sought with a large enough effect; inconclusive means small, poorly fitted or top-dose-only effect, or another doubt; inactive means no such curve, though single readings can be large; an effect the other way counts as inactive or inconclusive. Unless noted, on the % scale 0 is the no-effect control and ±100 the full control effect.

SMILES	BCR signal inh	Eya2 phos inh	FBPA coupling cs	Giardia killer	USP2a block	B2AR arrestin	PKM2 activator	hERG WT inh	uPA generation	GALK inhibitor	KCNH2 3.1 block
CN(C)CCCNCCNC(=O)/C=N\O	8%	10%	-13	-14	1%	0.4%	-1%	-27	0%	0%	0
O=C(NNC(=O)c1ccccc1O)c1ccc(Cl)c(S(=O)(=O)N2CCc3ccccc32)c1	?	-1%	/	2	-8%	0.4%	/	-7	-14%	/	-2
CCCc1nc2c(sc3nc4c(cc32)COC(C)(C)C4)c(=O)o1	-2%	-18%	-1	-4	0%	0.0%	3%	-1	15%	0%	1
O=C(CC1(O)C(=O)Nc2ccccc21)c1ccc2c(c1)OCO2 (stereo not given)	12%	15%	0	12	1%	-0.1%	7%	-14	7%	-2%	5
Cc1c(C(=O)N2CCCC2)c(S(=O)(=O)NCCc2ccccc2)c(C)n1C	10%	-7%	7	-10	3%	0.0%	-1%	-9	4%	-3%	2
CCN(c1ccccc1)S(=O)(=O)c1nnc(NC(=O)C(C)C)s1	0%	14%	3	4	0%	-0.8%	/	10	-5%	/	0
O=C1c2ccccc2C(=O)N1Cc1cc(Cl)c(O)c([N+](=O)[O-])c1	0%	4%	11	-8	2%	-0.5%	/	0	10%	2%	27
CCC(=O)N1CCc2cc(S(=O)(=O)NC(C(=O)NCc3ccc(C)cc3)C(C)C)ccc21 (stereo not given)	-2%	1%	5	-5	-1%	0.3%	1%	1	1%	0%	4
Cc1cccc(OCC(=O)NNS(=O)(=O)c2ccccc2F)c1	8%	-3%	1	4	-1%	-0.3%	-3%	3	4%	0%	-2
O=c1ccc(S(=O)(=O)N2CCCC2)cn1Cc1nc(-c2ccccc2)no1	1%	13%	/	4	-2%	0.2%	/	-8	2%	/	-14
O=C(OCc1cccc([N+](=O)[O-])c1)c1cnccn1	-1%	1%	1	-24	0%	0.0%	5%	-11	10%	-3%	8
C[C@@H]([C@@H](O)c1ccccc1)N(C)C(=O)C(N)Cc1ccccc1 (stereo not given in full)	-16%	15%	1	44[activator]	-1%	-1.1%	-3%	-1	2%	/	23
O=C(NCc1ccc(Cl)cc1)C1CCCN(S(=O)(=O)c2cnc[nH]2)C1 (stereo not given)	-1%	-3%	0	18	0%	-0.2%	-3%	3	8%	2%	14
Cc1ncoc1C(=O)N1CCc2c([nH]c3ccccc23)C1C(C)(C)C (stereo not given)	?	-12%	0	-30	0%	-0.7%	3%	-14	13%	10%	7
C=CCn1c(CNS(=O)(=O)c2ccc(Cl)cc2)n[nH]c1=S	-2%	-8%	/	9	1%	-0.7%	-1%	-4	1%	-3%	-2
CCNC(=S)N1CCN(S(=O)(=O)c2ccc(Cl)s2)CC1	-2%	-1%	/	-1	5%	-0.3%	/	3	0%	/	1
O=C(CCNC(=O)c1ccc([N+](=O)[O-])cc1)Nc1cc(Cl)ccc1N1CCOCC1	?	-9%	/	-1	1%	0.3%	/	-2	12%	/	-3
CC(=O)N1CCN(Cc2nc3cc(NC(=O)c4ccccc4Cl)ccc3n2C)CC1	-3%	-4%	-1	-16	3%	0.1%	-1%	6	1%	6%	-7
Cc1noc(C)c1S(=O)(=O)N(C)C[C@H]1Oc2c(NC(=O)NC(C)C)cccc2C(=O)N([C@H](C)CO)C[C@@H]1C	-1%	0%	/	-14	0%	-0.2%	/	-1	6%	/	3
CC1(c2ccc(Cl)cc2)NC(=O)N(CC(=O)N2CCc3ccccc32)C1=O (stereo not given)	2%	-4%	/	4	7%	-0.4%	/	2	?	/	3
OCC1CCCN(C(=S)NCCc2ccccc2)C1 (stereo not given)	1%	21%	2	34[activator]	0%	0.6%	1%	2	-3%	2%	22
COc1ccc(N2Cc3cccc(C(=O)O)c3C2=O)cc1	?	10%	0	6&0	0%	-0.8%	13%	-31	11%	2%	13
CN(C)CCNC(=O)c1ccc(Cl)s1	?	-2%	-3	-5	3%	0.1%	-25%	5	/	-1%	-6
COc1c(C)cc(Br)cc1C(=O)Nc1ccccc1C	3%	0%	-2	-3	0%	-0.3%	?	10	-11%	5%	-13
CCOc1cccc(/C=C/c2ccc3cccc(O)c3n2)c1OC	?	-2%	-8	-13	1%	?	/	-4	-1%	-2%	-3
Going on with the list:
SMILES	BCR signal inh	Eya2 phos inh	FBPA coupling cs	Giardia killer	USP2a block	B2AR arrestin	PKM2 activator	hERG WT inh	uPA generation	GALK inhibitor	KCNH2 3.1 block
Cc1ccc(-c2nnn(CC(=O)N(CC3CCCO3)C(C(=O)NCC3CCCO3)c3ccc(F)cc3)n2)o1 (stereo not given)	?	-24%	2	-19	-1%	-0.3%	0%	0	-5%	-4%	5
CCOC(=O)N1CCN(C(=O)C2CCN(C(=O)c3cc4sccc4n3CC)CC2)CC1	-6%	0%	3	-18	2%	0.1%	3%	-6	-2%	-3%	-3
O=[N+]([O-])c1cc2oc3c(c2c(C=NCc2ccccc2)c1O)CCCC3	0%	3%	-29	-3	2%	-0.4%	-33%	1	0%	1%	-1
COc1cnc(-c2ccccn2)nc1Oc1ccc(F)cc1F	0%	-20%	-1	10	2%	0.5%	1%	13	-3%	2%	6
CC(C)(C)N=C1NC(=NC(C)(C)C)c2ccccc21	4%	-12%	0	9	1%	-1.6%	2%	31	-10%	0%	8
CC1CCN(C(=O)CSc2nc(N)c(NC(=O)c3ccccc3)c(=O)[nH]2)CC1	1%	-9%	-3	8	-6%	-1.0%	2%	-5	5%	-3%	-6
COc1ccc2cc(OCC(=O)NNC(=O)Nc3ccc(C(C)=O)cc3)ccc2c1	-1%	5%	/	3	-1%	-1.5%	-9%	-8	3%	-3%	3
Cc1cc[n+](CC[n+]2ccc(C)cc2)cc1	-1%	3%	/	-17	1%	0.0%	/	-4	-14%	/	7
Cc1cc(C)c(C(=O)OCC(=O)NCc2cccs2)c(C)c1	?	-6%	-2	6	1%	-0.2%	-1%	-8	4%	-1%	27
COC(=O)C1CC(c2c(OC)cc(OC)cc2OC)=NO1 (stereo not given)	?	4%	1	5	5%	0.2%	-4%	-7	2%	-1%	-9
CC(=O)Nc1ccc(C(F)(F)F)cc1Cl	-2%	8%	1	8	-4%	-1.0%	1%	-3	4%	-2%	-1
CCN(CC)CCn1c2c(c(SCC(=O)Nc3nccs3)nc1=O)CCCC2	6%	5%	/	-1	0%	0.5%	/	14	-26%	/	-21
N#CCCN(C(=O)COC(=O)CCNS(=O)(=O)c1ccccc1)c1ccccc1	0%	1%	/	12	1%	-0.2%	/	8	2%	/	-20
CC1CCC(C(C)C)C(OC(=O)Cn2c(-c3ccccc3)[n+](C)c3ccccc32)C1 (stereo not given)	?	3%&-11%	0&5	-28&-29	6%&3%	-0.6%&-0.2%	0%&5%	-9&-18	4.5µM*!	-1%&0%	-1&-43
Cn1c(CCNC(=O)c2ccc(Cl)c(Cl)c2)nnc1SCc1ccc(Cl)c(Cl)c1	1%	-2%	-3	10	-1%	-1.9%	-6%	-4	/	0%	5
CCCc1ccc(C(C)NC(=S)NC2CCCCC2)cc1 (stereo not given)	-3%	-2%	2	-9	4%	3.7%	1%	4	-15%	-2%	18
CC1(C)C(=O)Nc2ccccc2N1C(=O)COC(=O)c1cc([N+](=O)[O-])ccc1N	?	11%	-2	?	4%	-0.2%	2%	4	4%	0%	-3
Cc1ccc2c(CSc3nnc(N)s3)cc(=O)oc2c1	-11%	-3%	5	0	3%	0.0%	15%	3	2%	0%	7
O=C(CCC(=O)OCC(=O)c1ccc([N+](=O)[O-])cc1)Nc1ccccc1Cl	6%	1%	/	13	2%	-0.3%	8%	2	-1%	-2%	18
Oc1ccc(-c2nc(=S)[nH][nH]2)cc1	-14%	4%	-1	9	1%	-0.2%	-39%	11	-1%	1%	1
COc1cccc(-c2nc(CS(=O)(=O)CC(=O)NCCN3CCOCC3)c(C)o2)c1	4%	2%	0	-10	5%	-0.4%	/	33	-10%	-6%	-3
O=C(NCCCN1CCOCC1)c1cccc(S(=O)(=O)NCc2ccccc2)c1	7%	16%	/	-9	1%	0.2%	/	66	-2%	/	-9
COc1ccc(Nc2oc(COc3ccccc3F)nc2C#N)cc1	-7%	1%	1	-10	-1%	-0.3%	2%	-10	-16%	2%	0
N/N=C(\c1ccccc1)c1cc(Cl)ccc1N	-3%	-17%	1	-19	3%	-0.1%	-1%	3	6%	-1%	1
Cc1ccc(OCc2nc(-c3ccccc3)no2)c(C)c1	?	10%	-2	2	3%	0.1%	1%	-1	2%	5%	7
CN(Cc1ccccc1)C(=O)c1nn2cccnc2c1Cl	6%	-10%	0	10	3%	-0.8%	-2%	-2	1%	0%	-5
